Screening data deposited in PubChem by National Center for Advancing Translational Sciences (NCATS).
PI5P4K alpha inh – blocks human PI5P4K alpha kinase activity; 330,000 tested, 1.2% active; P48426; PI5P4Kalpha enzyme, ADP-Glo luminescence, 60 min; active compounds read low; max response, %; active means max response of -50% or lower; inconclusive means between -30% and -50%; inactive means -30% or higher; further: value at the top dose of about 77 µM; on the % scale 0 is the no-effect control and ±100 the full control effect
Target sequence (P48426 whole entry, looked up): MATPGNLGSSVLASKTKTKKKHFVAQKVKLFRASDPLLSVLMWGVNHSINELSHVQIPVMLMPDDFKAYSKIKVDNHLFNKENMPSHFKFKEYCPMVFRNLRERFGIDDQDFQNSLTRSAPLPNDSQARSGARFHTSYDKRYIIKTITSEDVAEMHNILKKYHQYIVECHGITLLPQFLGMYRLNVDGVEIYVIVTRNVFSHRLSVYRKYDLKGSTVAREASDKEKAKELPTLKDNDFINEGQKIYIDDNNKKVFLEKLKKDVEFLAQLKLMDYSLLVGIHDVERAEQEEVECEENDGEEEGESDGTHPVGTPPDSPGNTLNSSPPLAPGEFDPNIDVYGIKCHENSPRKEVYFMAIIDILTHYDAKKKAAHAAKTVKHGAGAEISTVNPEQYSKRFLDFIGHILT
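Enzyme plus substrate dispensed, test compounds pinned in, then ATP (5 microM final) added. After 60 min at RT, ADP-Glo reagent 1 for 45 min and reagent 2 for 30 min preceded luminescence imaging.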
EPAC1 ag – agonists of human EPAC1 | EPAC1 agonist qHTS, biochemical assay; response scale: 100% = response to 6.5 mM cAMP | Potency, µM (doses to about 154 µM), for inactives: at the top dose activation, most hits filed as activators | O95398 | 360,000 tested, 0.073% active; further: potency means the concentration at half of the fitted maximal effect; nearly all actives have a fitted effect of over 60% in size
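EPAC1 100 nM, Rap1B–BODIPY-GDP 250 nM, unlabeled GDP 50 uM; compound titration; 5 min RT; kinetic read ex480/em540 at 5-min intervals ×30 min; data normalized to 6.5 mM cAMP agonist control.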
EPAC1 antag – antagonists of human EPAC1 | O95398 | EPAC1 GEF assay, Rap1b-BODIPY-GDP exchange fluorescence | Potency, µM (doses to about 115 µM), without a hit: at the top dose activity change, negative = inhibition, most hits filed as inhibitors | 360,000 tested, 0.14% active;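 further: potency means the concentration at half of the fitted maximal effect; plate controls were vehicle for no effect and positive control for full effect; nearly all actives have a fitted effect of over 50% in size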
PLK1 PBD block – PLK1 (human) polo-box domain binding inhibition; P53350; Plk1 PBD binding of FITC phosphopeptide, fluorescence polarization; AID 720504; 360,000 tested, 2.8% active; Potency, µM, for inactives: max response, negative = inhibition, most hits filed as inhibitors; further: potency means the concentration at half of the fitted maximal effect; series mostly up to about 57 µM; on the % scale 0 is the no-effect control and ±100 the full control effect; nearly all actives have a fitted effect of over 65% in size
Target sequence (P53350 whole entry, looked up, the tested form may be a part): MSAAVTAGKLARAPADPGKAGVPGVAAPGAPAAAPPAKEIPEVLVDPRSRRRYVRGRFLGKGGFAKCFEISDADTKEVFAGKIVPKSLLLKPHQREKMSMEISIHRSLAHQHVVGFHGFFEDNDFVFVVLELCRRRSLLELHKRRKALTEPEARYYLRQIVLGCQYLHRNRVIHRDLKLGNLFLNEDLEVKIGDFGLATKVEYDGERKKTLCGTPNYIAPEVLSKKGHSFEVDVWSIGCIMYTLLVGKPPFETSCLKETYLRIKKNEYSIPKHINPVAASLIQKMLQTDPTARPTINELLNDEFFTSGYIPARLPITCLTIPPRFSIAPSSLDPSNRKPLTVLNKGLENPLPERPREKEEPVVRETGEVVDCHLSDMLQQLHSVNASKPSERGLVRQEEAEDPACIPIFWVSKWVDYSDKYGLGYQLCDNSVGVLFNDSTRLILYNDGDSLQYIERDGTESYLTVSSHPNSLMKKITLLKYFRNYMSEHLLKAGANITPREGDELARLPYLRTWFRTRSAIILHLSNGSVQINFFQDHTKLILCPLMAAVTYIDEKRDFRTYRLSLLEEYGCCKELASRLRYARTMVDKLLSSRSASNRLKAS
WRN inhibitor – inhibitors of human WRN helicase. Q14191. WRN helicase unwinding, fluorescent forked duplex, kinetic. Potency, µM (titrated, usually from 114 µM), for the others: at the highest dose activity change, negative = inhibition, usual class: inhibitors. 360,000 tested, 0.46% active; further: potency means the concentration at half of the fitted maximal effect; on the % scale 0 is the no-effect control and ±100 the full control effect; nearly all actives have a fitted effect of over 55% in size
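Fluorescence dequenching readout, ex 525 nm/em 598 nm, kinetic mode: forked duplex DNA (100 nM final) with adjacent fluorophore and quencher unwound by WRN (20 nM final) with 2 mM ATP. Compound preincubation 15 min, room temperature.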
Abeta rescue – restores growth of yeast expressing A-beta42 peptide | yeast expressing A-beta42, growth rescue, OD600, 48 h; response scale: 0% DMSO, 100% iron-clioquinol control | Potency, µM (highest dose often 46.1 µM), for the others: top-dose growth rescue, hits mostly activators | 410,000 tested, 0.063% active | AID 1347071; further: potency means the concentration at half of the fitted maximal effect; nearly all actives have a fitted effect of over 55% in size
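Growth rescue measured by 600 nm absorbance after 48 h yeast culture at 30 C with compound. Values normalized between DMSO and an equimolar ferric chloride plus clioquinol control.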
IL2 activator – activators of IL-2; activation, % (series mostly up to about 46 µM); 360,000 tested, 0.065% active; IL-2 activation reporter assay, cell-based qHTS; stimulated with anti-CD3/CD4/CD28 beads; in transgenic mouse T cells; AID 652025; in the data active means activation above about 50%; inconclusive means mostly about 30% to 49%; further: 0% is about no effect
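Readout: EGFP and DsRed signals by fluorescent plate cytometry. Unstimulated transgenic mouse T cells received compound 60 min before antibody-bead stimulation, then incubated 18 h at 37 degrees C.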
FUS yeast rescue – suppressors of FUS proteinopathy in yeast | S. cerevisiae FUS-expressing, growth rescue, OD600, 24 h | Potency, µM (series often up to 76.6 µM), for inactives: top-dose growth rescue (activation), hits mostly activators | 390,000 tested, 0.24% active | AID 1347120;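 further: potency means the concentration at half of the fitted maximal effect; plate controls were DMSO vehicle for no effect and reference control for full effect; nearly all actives have a fitted effect of over 55% in size; some results filed as inactive show a strong effect at the top dose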
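Compound concentration series was pinned onto galactose-induced FUS-expressing yeast seeded at OD 0.005. Plates sat 24hr at 30C; absorbance at 600 nm gave growth. DMSO served as background control.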
aSyn rescue – rescues yeast growth from alpha-synuclein toxicity. 370,000 tested, 0.14% active. Yeast expressing alpha-synuclein, growth rescue, BacTiter-Glo, 24 h. Potency, µM (top dose mostly 46.1 µM), for inactives: at the highest dose growth rescue (activation), hits mostly activators; further: potency means the concentration at half of the fitted maximal effect; % of control where 0% means no effect; nearly all actives have a fitted effect of over 65% in size
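Galactose-induced alpha-syn yeast (OD600=0.02, raffinose-pregrown) + pinned cpd, 24 hr, 30 deg C; growth by BacTiter-Glo luminescence. Growth restoration scores as activation.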
Numbers without * were called inactive; ? = inconclusive; . = not tested or not shown; [ ] = dose if it differs, or a comment. Unless noted, the call rests on the fitted dose curve; in most records, active means well fitted curve in the direction sought with a large enough effect; inconclusive means small, poorly fitted or top-dose-only effect, or another doubt; inactive means no such curve, though single readings can be large; an effect the other way counts as inactive or inconclusive.

Order of values – PI5P4K alpha inh | EPAC1 ag | EPAC1 antag | PLK1 PBD block | WRN inhibitor | Abeta rescue | IL2 activator | FUS yeast rescue | aSyn rescue
COCCCNC(=O)Cn1cc(C(C)=O)c2ccccc21
    . | 1% | -10% | -5% | -18% | -6% | 0.7 | 10% | 2%
O=C(NCC1CC1)c1cc(-c2ccccc2)nn1CC1CC(c2cccc([N+](=O)[O-])c2)=NO1 (stereo not given)
    -8 | -9% | 4% | 3% | 12% | 1% | 0.1 | 37% | -3%
CCOC(=O)CSc1nccc(N(C)C)c1C#N
    -4 | -7% | -9% | -4% | -18%[57.1 µM] | 15% | 0.0 | -22% | 0%
Nc1c(Cl)ncnc1N1CCCC1
    6 | -2% | -1% | 2% | -13% | 10% | -0.7 | 11% | 1%
CCn1c(SCC(=O)N2CCCCC2)nc2c([nH]c3ccccc32)c1=O
    3 | 1% | 2% | -18% | -3% | -3% | -3.1 | -12% | -2%
O=C(NCc1ccccc1)C1=C[C@H](c2ccc(C(F)(F)F)cc2)C[C@H](OCCCCO)O1
    -1 | -22% | -17% | -13% | -9% | -8% | 0.9 | 45% | -8%
CCOc1ccccc1OCCCC(=O)Nc1cc(S(=O)(=O)N2CCOCC2)ccc1OC
    -2 | 10% | -5% | -5% | 3% | 5% | -0.8 | 17% | 2%
CCCCCC(=O)Nc1c2c(nc3ccccc13)CCC2
    3 | 16% | -16% | -7% | 3% | -12% | 0.5 | 2% | 1%
Cc1cc(C)cc(NC(=O)c2sc3nc(C)cc(C)c3c2N)c1
    2 | 5% | 6% | 2% | -6% | 7% | 0.2 | -7% | 9%
Cc1c(NC(=O)c2cc(-c3cccs3)nc3ccccc23)c(=O)n(-c2ccccc2)n1C
    -1 | 0% | -3% | -3% | -2% | -5% | -2.5 | ? | -3%

Only aSyn rescue, for 6 of the compounds above:
Compound	aSyn rescue
O=C(NCc1ccccc1)C1=C[C@H](c2ccc(C(F)(F)F)cc2)C[C@H](OCCCCO)O1	-8%
COCCCNC(=O)Cn1cc(C(C)=O)c2ccccc21	2%
CCn1c(SCC(=O)N2CCCCC2)nc2c([nH]c3ccccc32)c1=O	-2%
CCCCCC(=O)Nc1c2c(nc3ccccc13)CCC2	1%
Cc1cc(C)cc(NC(=O)c2sc3nc(C)cc(C)c3c2N)c1	9%
CCOc1ccccc1OCCCC(=O)Nc1cc(S(=O)(=O)N2CCOCC2)ccc1OC	2%

Next section.
Order of values – PI5P4K alpha inh | EPAC1 ag | EPAC1 antag | PLK1 PBD block | WRN inhibitor | Abeta rescue | IL2 activator | FUS yeast rescue | aSyn rescue
CCC(=O)N1CCc2cc(S(=O)(=O)NC(Cc3ccccc3)C(=O)Nc3nccs3)ccc21 (stereo not given)
    -9 | 6% | -10% | -10% | 1% | -7% | 0.3 | 22% | 1%
COc1ccc(OC)c(NC(=O)NC2CCCCCCC2)c1
    7 | -2% | 4% | 6% | -1% | 16% | -1.9 | -1% | 2%
COc1cccc(-c2nc(CS(=O)(=O)CC(=O)NCCCN3C(C)CCCC3C)c(C)o2)c1 (stereo not given)
    -1 | -10% | -16% | -3% | 1% | 0% | -3.3 | 9% | 0%
CC(C)CC(N)c1csc(Nc2ccc(C(=O)c3ccccc3)cc2)n1 (stereo not given)
    8 | 0% | -13% | -4% | -7% | -4% | -0.3 | 25% | -21%
CC(=O)NC(c1ccccc1)c1nc(-c2ccc3ccccc3c2)cs1 (stereo not given)
    9 | -14% | -15% | -3% | -5% | -11% | 0.0 | 6% | -3%
Cc1ccc(S(C)(=O)=O)cc1C(=O)Nc1cccc(S(=O)(=O)N2CCCCCC2)c1
    0 | 10% | 12% | -5% | -7% | 0% | -0.1 | 39% | 2%[1.84 µM]
COc1cc(/C=C/C(=O)O)cc(S(=O)(=O)Nc2cc(C(F)(F)F)ccc2N2CCOCC2)c1OC
    ? | 2% | -11% | -9% | -19% | -5% | 0.8 | 26% | 2%
COc1ccc2cc(C(=O)C3CCCN(C(=O)c4snnc4C)C3)ccc2c1 (stereo not given)
    1 | 1% | -8% | -7% | -8% | -5% | -0.8 | ? | 19%
COc1ccc(-c2cc(C(=O)N(C)CC(=O)Nc3ccccc3Cl)c3ccccc3n2)cc1OC
    1 | ? | -4% | 0% | 1% | 12% | -1.1 | 31% | -6%
COC(=O)c1c(NC(=O)COC(=O)CCS(=O)(=O)c2ccc(C)cc2)sc(C)c1C
    0 | 3% | -5% | 2% | -6% | 0% | 0.4 | . | 2%

Nothing new here: entries from further up.
Order of values – PI5P4K alpha inh | EPAC1 ag | EPAC1 antag | PLK1 PBD block | WRN inhibitor | Abeta rescue | IL2 activator | FUS yeast rescue | aSyn rescue
CCC(=O)N1CCc2cc(S(=O)(=O)NC(Cc3ccccc3)C(=O)Nc3nccs3)ccc21 (stereo not given)
    -9 | 6% | -10% | -10% | 1% | -7% | 0.3 | 22% | 1%
COc1ccc(OC)c(NC(=O)NC2CCCCCCC2)c1
    7 | -2% | 4% | 6% | -1% | 16% | -1.9 | -1% | 2%
COc1cccc(-c2nc(CS(=O)(=O)CC(=O)NCCCN3C(C)CCCC3C)c(C)o2)c1 (stereo not given)
    -1 | -10% | -16% | -3% | 1% | 0% | -3.3 | 9% | 0%
CC(C)CC(N)c1csc(Nc2ccc(C(=O)c3ccccc3)cc2)n1 (stereo not given)
    8 | 0% | -13% | -4% | -7% | -4% | -0.3 | 25% | -21%

(next part)
Order of values – PI5P4K alpha inh | EPAC1 ag | EPAC1 antag | PLK1 PBD block | WRN inhibitor | Abeta rescue | IL2 activator | FUS yeast rescue | aSyn rescue
O=C1c2ccccc2S(=O)(=O)N1CC(O)COc1ccc(Cl)cc1 (stereo not given)
    5 | -4% | -4% | -18% | -6% | -7% | -2.5 | 25% | 15%
O=C(NC12CC3CC(CC(C3)C1)C2)C1CCCN1C(=O)NC1CCCCC1 (stereo not given)
    . | 0% | -13% | -5% | 8% | 3% | 2.7 | 25% | 3%
Cn1c(=O)c2[nH]c(CCC3CCCC3)nc2n(C)c1=O
    -2 | 8% | 1% | -11% | 5% | 0% | -5.2 | . | -5%
COc1ccc(N(C)C(=O)c2cn(CC(C)C)c(=O)c3cc(OC)c(OC)cc23)c(OC)c1
    4 | 4% | 13% | -1% | 4% | 11% | -3.7 | 8% | 3%
CNC(=O)c1c(NC(=O)CS(=O)(=O)c2ccc(Cl)cc2)sc(C)c1C
    0 | 6% | 4% | -12% | -8% | -7% | -0.3 | 17% | -4%
CC(C)CNS(=O)(=O)c1ccc(CCC(=O)NCc2ccco2)cc1
    -25 | 6% | -4% | -23% | -13% | ? | -0.4 | 4% | 9%
FC(F)(F)c1nnc2ccc(N3CCOCC3)nn12
    -3 | -9% | 10% | -6% | 9% | -1% | -3.4 | 7% | 0%
CC[C@]12c3[nH]c4cc(-c5ccco5)ccc4c3CCN1C(=O)[C@@H](CC(=O)NC/C=C(\C)CCC=C(C)C)C[C@@H]2C(=O)N1CCN(C(=O)c2ccco2)CC1
    ? | -18% | -15% | 24µM* | 0% | -6% | -0.7 | ? | 1%
OC(C#CCN1CCOCC1)(c1ccccc1)C1CC1 (stereo not given)
    -13 | -4% | 0% | -3% | 3% | 15% | -1.3 | 9% | -10%
CC(=O)N(CCC(Cc1ccccc1)c1ccc2c(c1)OCO2)Cc1ccccc1F (stereo not given)
    -2 | 12% | -7% | -7% | 11%[57.1 µM] | -2% | -2.8 | 28% | -1%
Cc1cccc(NC(=O)CSc2nc3ccccc3nc2N2CC(C)OC(C)C2)c1 (stereo not given)
    10 | -8% | -8% | 1% | -15% | 2% | -3.8 | 15% | 5%
CN(C)c1ccc(O)c2c1CC1CC3C(N(C)C)C(=O)C(C(N)=O)=C(O)[C@@]3(O)C(=O)C1=C2O (stereo not given in full)
    0 | 12% | 2% | -11% | -11% | 2% | 0.0 | -6% | 1%
CCOc1ccc(NS(=O)(=O)c2cccc(C(=O)N3CCN(C/C=C/c4ccccc4)CC3)c2)cc1
    3 | -9% | -9% | -2% | -3% | 9% | 0.0 | . | 5%
Cc1c(C(=O)NN)nc2ccccn12
    8 | 2% | -16% | -20% | -3% | 0% | -1.0 | -26% | -5%
COc1ccccc1NC(=O)CN(c1ccc(C23CC4CC(CC(C4)C2)C3)cc1)S(C)(=O)=O
    . | 16% | -14% | -3% | -23% | 9% | -1.6 | 35% | 20%
Cc1cc(C(=O)COc2ccc(F)cc2Br)c(C)n1C1CC1
    1 | 5% | 2% | -5% | 3% | ? | -4.4 | 22% | ?
O=C(/C=C/c1ccco1)N(c1ccccn1)c1ccccn1
    ? | 1% | ? | ? | 50µM* | -19% | 2.5 | -12% | 3%
O=C(Nc1ccc(F)cc1)c1cccc2c1C(=O)N(CC1CCCO1)C2 (stereo not given)
    -7 | 11% | 3% | -6% | -4% | 2% | -1.0 | -19% | -10%
CC1CCN(S(=O)(=O)CCNC(=O)c2ccccc2)CC1
    -4 | 4% | -1% | 3% | -8% | 9% | -0.4 | . | 5%
COc1ccc(/C=N/Nc2ncnc3sc4c(c23)CCCC4)cc1O
    5 | 4% | ? | -17% | ? | ? | 0.8 | . | 15%
Cc1ccc(O)c(C2=NNC(O)(C(F)(F)F)C2)c1 (stereo not given)
    22 | -19% | -17% | -3% | -13% | 8% | -0.7 | 1% | 15%
COc1ccc2c(CC(=O)NNC(=O)c3cccs3)coc2c1
    -19 | -61%[inhibitor] | -5% | -2% | -6% | 10% | 1.5 | 11% | 3%
CN(C)c1ccc(-c2nnc(-c3cccnc3)o2)cc1
    0 | -7% | -10% | 3% | -8% | -4% | 0.3 | 7% | 3%
CCOC(=O)CN1C(=O)C(CC)Oc2ccc(Cl)cc21 (stereo not given)
    . | 10% | 6% | -8% | -1% | -3% | -3.0 | 24% | -13%
